# Bioassay records deposited in PubChem by National Center for Advancing Translational Sciences (NCATS).
# HP1b chromo inh = HTS for Inhibitors of HP1-beta Chromodomain Interactions with Methylated Histone Tails; Chromobox protein homolog 1 (Homo sapiens), P83916; AlphaScreen HP1-beta / biotin-H3K9me3 peptide binding; Potency, µM (series often up to 114 µM), for the others: at the highest dose activity change, negative = inhibition, hits mostly inhibitors; hit rate 0.56% among 390,000; note: potency is the fitted concentration of half-maximal effect; nearly all actives have a fitted effect of over 70% in size; inactives centre near 23
#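 Compound inhibition of the preformed complex between 50 nM HP1-beta and 50 nM biotinylated H3K9me3 peptide was read by AlphaScreen. Buffer was PBS pH 7.4 with 0.01% Tween-20. Incubations ran 30 min at room temperature, with 10 ug/mL donor/acceptor beads.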
# GLS inh = qHTS for Inhibitors of Glutaminase (GLS). GLS enzymatic activity, qHTS titration. Glutaminase kidney isoform, mitochondrial (Homo sapiens), O94925. Potency, µM (top dose mostly 45.5 µM), for the others: at the top dose activity change, negative = inhibition, hits mostly inhibitors. hit rate 0.21% among 410,000; note: potency is the fitted concentration of half-maximal effect; % is set by controls: 0 for no effect and ±100 for the full control effect
#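 hKGA in 45 mM KH2PO4 (pH 8.2), 0.02% Tween-20 with compound, then 1mM L-Glutamine (stock as added) plus glutamate oxidase/HRP/Amplex red coupling mix. Fluorescence read initially and after 30 min at RT; signal change reflects glutamate formation.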
# PI4K2A inh = qHTS for small molecular inhibitors of PI4K2A; purified PI4K2A, ADP-Glo luminescence, 1 h; hits give low values; activity change, negative = inhibition, % at 76.9 µM; hit rate 0.13% among 420,000; in the data active = activity change below about -50%; inconclusive = mostly about -30% to -49%;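 note: -100% = wells without enzyme as full effect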
#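 ADP-Glo luminescence measured ADP generated by PI4K2A enzyme (4 ug/mL before mixing) with 1.2 mM PI substrate (pre-mix) and 300 microM ATP (pre-mix). Tris pH7.5 buffer with MgCl2, Triton X-100; 1 h reaction at ambient temperature.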
# ERG-DNA inh = qHTS for Small Molecule Inhibitors of the ERG Ets/DNA interaction. Potency, µM (doses to about 76.9 µM), for inactives: at the highest dose FP activity, negative = inhibition, hits mostly inhibitors. fluorescence polarization, His-ERG Ets domain / labelled DNA. hit rate 0.028% among 370,000; active = well fitted inhibition curve with a large enough effect in the polarisation, with a control signal flat; inconclusive = small, poorly fitted or top-dose-only effect, or effect the other way, or a change in a side signal; inactive = no such curve, though single readings can be large or run the other way; the % refers to the polarisation;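 note: polarization taken with two DNA probes labelled with fluorescein and Texas red; potency is the fitted concentration of half-maximal effect; % of control where 0% means no effect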
#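 His-tagged ERG Ets domain (1 uM in the protein solution; 300mM KCl, 50mM Tris-HCl, 1mM EDTA, 1mM DTT, pH 7.5) received compound, then a probe mix of 5 nM fluorescein-DNA and 100nM Texas-615-DNA. Fluorescence polarization was read for both dyes.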
# Tb PGK inh = qHTS Assay to Find Inhibitors of Phosphoglycerate Kinase; AID 602233, 2012; hit rate 0.043% among 380,000; Potency, µM (series often up to 57.5 µM), for inactives: at the top dose activity change, negative = inhibition, hits mostly inhibitors; PGK/GAPDH coupled, Kinase-Glo luminescence, 60 min; Phosphoglycerate kinase, glycosomal (Trypanosoma brucei brucei), P07378; note: potency is the fitted concentration of half-maximal effect; % is set by controls: 0 for no effect and ±100 for the full control effect; nearly all actives have a fitted effect of over 60% in size
#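 Recombinant glycosomal PGK reaction used 1,3-bisphosphoglycerate generated in-well by GAPDH (100nM final) in 100mM TEA pH 7.6, 5mM MgCl2, 0.01% Tween-20. After 60 minutes at room temperature, ATP was read by Kinase-Glo Plus luminescence end-point.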
# BAZ2B inh = qHTS Assay for Inhibitors of BAZ2B. Bromodomain adjacent to zinc finger domain protein 2B (Homo sapiens), Q9UIF8. hit rate 4.4% among 360,000. Potency, µM (doses to about 114 µM), for the others: at the highest dose activity change, negative = inhibition, hits mostly inhibitors. AlphaScreen BAZ2B-H3K14Ac peptide displacement. AID 504333, 2011; note: potency is the fitted concentration of half-maximal effect; % is set by controls: 0 for no effect and ±100 for the full control effect; nearly all actives have a fitted effect of over 60% in size
#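 In this displacement format the biotinylated H3(5-23) peptide acetylated at Lys14 serves as ligand at 50 nM, with BAZ2B at 50 nM in PBS pH 7.4 containing 0.01% Tween-20. Donor and acceptor beads are 10 ug/mL final.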
# G9a inh = qHTS Assay for Inhibitors of Histone Lysine Methyltransferase G9a. Histone-lysine N-methyltransferase EHMT2 (Homo sapiens), Q96KQ7. G9a H3K9 monomethylation, AlphaScreen, 2 h. Potency, µM (highest dose often 102 µM), for the others: at the highest dose activity, negative = inhibition, usual class: inhibitors. hit rate 8.8% among 350,000; note: potency is the fitted concentration of half-maximal effect; % is set by controls: 0 for no effect and ±100 for the full control effect; nearly all actives have a fitted effect of over 75% in size
#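 Readings reflect AlphaScreen signal from monomethyl-H3K9 antibody detection. HMT at 20 nM; substrate b-H3K9 500 nM; cofactor SAM 20 uM; 2 h RT reaction; compounds tested as titrations in qHTS with 15 min preincubation.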
# JMJD2A Tudor = qHTS Assay for Inhibitors of JMJD2A-Tudor Domain; Lysine-specific demethylase 4A (Homo sapiens), O75164; hit rate 4.4% among 390,000; Potency, µM (highest dose often 114 µM), for the others: at the highest dose activity change, negative = inhibition, hits mostly inhibitors; AID 504339, 2011; AlphaScreen JMJD2A-Tudor / H3K4me3 peptide binding; note: potency is the fitted concentration of half-maximal effect; % is set by controls: 0 for no effect and ±100 for the full control effect; nearly all actives have a fitted effect of over 50% in size
# Target sequence (O75164 whole entry, looked up, the tested form may be a part): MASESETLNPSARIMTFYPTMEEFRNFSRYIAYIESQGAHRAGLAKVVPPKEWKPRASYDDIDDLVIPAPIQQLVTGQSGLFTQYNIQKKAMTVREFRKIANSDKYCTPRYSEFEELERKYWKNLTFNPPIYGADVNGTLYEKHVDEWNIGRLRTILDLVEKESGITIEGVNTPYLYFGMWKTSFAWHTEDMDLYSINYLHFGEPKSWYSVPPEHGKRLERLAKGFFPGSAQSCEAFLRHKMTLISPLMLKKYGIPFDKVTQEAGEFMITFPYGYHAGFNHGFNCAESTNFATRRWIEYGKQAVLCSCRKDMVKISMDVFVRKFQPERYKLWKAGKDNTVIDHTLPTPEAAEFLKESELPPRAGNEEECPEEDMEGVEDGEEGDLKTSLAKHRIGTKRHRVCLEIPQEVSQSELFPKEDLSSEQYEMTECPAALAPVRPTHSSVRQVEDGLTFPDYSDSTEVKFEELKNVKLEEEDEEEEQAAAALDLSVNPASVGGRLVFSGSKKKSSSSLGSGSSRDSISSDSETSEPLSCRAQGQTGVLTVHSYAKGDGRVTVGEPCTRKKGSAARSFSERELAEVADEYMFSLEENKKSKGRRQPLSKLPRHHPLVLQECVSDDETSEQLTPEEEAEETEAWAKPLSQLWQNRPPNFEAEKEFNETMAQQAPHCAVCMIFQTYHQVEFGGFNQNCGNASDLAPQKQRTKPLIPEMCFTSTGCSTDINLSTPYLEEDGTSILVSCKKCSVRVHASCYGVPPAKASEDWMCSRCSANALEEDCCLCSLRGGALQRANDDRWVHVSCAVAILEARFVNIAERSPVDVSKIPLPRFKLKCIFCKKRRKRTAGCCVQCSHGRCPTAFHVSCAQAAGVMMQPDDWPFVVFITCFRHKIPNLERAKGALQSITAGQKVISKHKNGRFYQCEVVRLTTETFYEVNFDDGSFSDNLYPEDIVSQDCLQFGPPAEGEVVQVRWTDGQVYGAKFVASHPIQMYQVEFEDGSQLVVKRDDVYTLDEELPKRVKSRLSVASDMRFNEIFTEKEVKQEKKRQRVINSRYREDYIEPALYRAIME
# Pin1 inhibitor = qHTS Assay to Find Inhibitors of Pin1. Potency, µM (series often up to 115 µM), inactives show top-dose activity, negative = inhibition, usual class: inhibitors. Pin1 FP peptide displacement, HiFluor488, 10 min. hit rate 0.009% among 390,000; active = well fitted inhibition curve with a large enough effect in the polarisation, with a control signal flat, not every such curve was filed as active; inconclusive = small, poorly fitted or top-dose-only effect, or effect the other way, or a change in a side signal; inactive = no such curve, though single readings can be large or run the other way; the % refers to the polarisation; note: potency is the fitted concentration of half-maximal effect; % is set by controls: 0 for no effect and ±100 for the full control effect
# Starred values were filed as active, the others as inactive; i = inactive; u = inconclusive; x = not tested or not shown; [ ] = remark or other dose. Unless noted, calls come from the whole dose curve; as a rule, active = well fitted curve in the direction sought with a large enough effect; inconclusive = small, poorly fitted or top-dose-only effect, or another doubt; inactive = no such curve, though single readings can be large; an effect the other way counts as inactive or inconclusive.
SMILES,HP1b chromo inh,GLS inh,PI4K2A inh,ERG-DNA inh,Tb PGK inh,BAZ2B inh,G9a inh,JMJD2A Tudor,Pin1 inhibitor
Cc1ccc(NC(=O)COC(=O)/C=C/c2cccs2)cc1,38.2%,-1.4%,-2.0,-6.5%,16.5%,-3.9%,3.8%[59 µM],14.5%[57.1 µM],1.2%
CCCCC1CCC(C(=O)Nc2ccccc2N2CCOCC2)CC1 (stereo not drawn),71.5%[activator],-1.7%,-3.2,0.7%,9.3%,21.0%,-2.4%[2.33 µM],51.0%[activator],u
O=C(NCc1ccco1)c1ccc(NC(=O)C2COc3ccccc3O2)cc1 (stereo not drawn),14.6%,-0.3%,-9.8,5.7%,-13.7%,-2.4%,-25.0%[59 µM],-23.0%,-2.6%
CC(C)CNc1nnnc2c1sc1nc(N3CCOCC3)c3c(c12)CCCC3,17.6%,-2.0%,-2.2,-4.3%,-1.5%,-7.4%,4.5%,6.9%,-3.7%
N#Cc1c(C(F)(F)F)cc(-c2ccco2)nc1SCc1ccncc1,60.2%[activator],2.2%,-2.9,7.9%,-6.9%,7.4%,u,4.2%,u
CC(C)c1nc(SCC(=O)N2CC(=O)Nc3ccccc32)c2ccccc2n1,36.4%,-8.5%,12.8,3.9%,-8.3%,-7.4%,15.0%,-4.4%[57.1 µM],-6.4%
COc1ccc(Cl)cc1NC(=O)CCN1C(=O)NC(C)(C)C1=O,21.6%,-0.3%,0.5,16.8%,-4.2%,-2.6%,u,-11.5%,-0.3%
CC(C)(C)c1csc(NC(=O)C2COc3ccccc3O2)n1 (stereo not drawn),43.4%[activator],0.0%,-1.2,1.2%,i,-15.7%,u,2.1%,-0.4%
Cc1ccc(S(=O)(=O)NCC(c2ccccc2)N2CCCCC2)cc1 (stereo not drawn),17.0%,4.2%,6.3,0.5%,6.6%,1.5%,x,1.0%,-2.2%
CNC(=S)NNS(=O)(=O)c1ccc(OC)cc1OC,39.4%,21.9%,-2.1,-8.9%,-4.8%,24.6%,-4.5%,-4.9%,-0.4%
COC(=O)C1=C(C(=O)OC)C(c2cc(Br)ccc2O)c2sc(=O)[nH]c2S1 (stereo not drawn),-4.4%[57 µM],u,-2.1,58.9%[activator],-5.1%,u,3.16µM*,-26.9%,-2.0%
COc1ccccc1N1CCN(C2CCCN(C(=O)c3csc(C)n3)C2)CC1 (stereo not drawn),11.4%,11.5%,2.2,-2.5%,1.2%,-8.8%,-7.2%,0.7%,-18.1%
CCCOc1nc2ccccc2cc1/C=C/C(=O)O,58.5%[activator],-0.8%,0.9,11.8%,-3.0%,x,-11.6%,2.8%,u
Cc1cccc(CC2CC(=O)N(c3ccc([N+](=O)[O-])cc3)C2=O)c1 (stereo not drawn),22.9%,-3.5%,-0.6,7.7%,-9.4%,-25.4%,-5.2%,-14.8%,-3.7%
Cc1cn2c(=O)cc(COC(=O)c3ccccc3F)nc2s1,31.0%,2.4%,-1.5,12.3%,-0.9%,-3.1%,7.2%[59 µM],-6.0%,-9.8%
NNC(=O)c1c(O)c2cccc3c2n(c1=O)CCC3,46.2%[activator],23.2%,-4.7,0.8%,6.3%,11.9%,1.3%[2.33 µM],-9.6%,1.0%
Cc1nn(C)c2c1c(C(F)(F)F)cc(=O)n2Cc1ccc(Br)cc1F,50.0%[activator],-2.4%,1.9,0.4%,-8.1%,82.1%[activator],71.0%[activator][59 µM],43.3%[activator],-7.1%
COCCNC(=O)c1ccccc1NC(=O)Cc1ccccc1,47.0%[activator],-0.1%,-1.2,5.1%,2.4%,-2.7%,11.0%,-9.7%,0.1%
COC(=O)c1sc2ccccc2c1NC(=O)c1ccc(S(=O)(=O)N2CCCCC2C)cc1 (stereo not drawn),35.1%,14.9%,0.5,-8.7%,-8.5%,1.0%,-9.7%,-3.4%,0.6%
CCOC(=O)C(OC(=O)c1sc(=S)n(C)c1C)C(C)=O (stereo not drawn),2.9%,16.0%,5.1,-1.1%,-1.5%,6.8%,-18.6%[59 µM],-16.7%,0.5%
CN(C)C=C1C(=O)c2ccccc2C1=O,33.5%,4.3%,-27.3,-1.0%,-0.6%,-2.2%,u,-6.6%,-5.3%
COc1cccc(NC(=O)C/C(C)=N/NC(=O)c2ccccc2Cl)c1,37.6%[activator],18.7%,0.0,-18.9%,-8.3%,0.1%,x,-13.1%,-7.1%
CCOC(=O)c1c(C)oc2cc(Br)c(OC(=O)N3CCOCC3)cc12,27.3%,-0.6%,0.2,-3.3%,-1.8%,8.3%,-7.3%[12.7 µM],4.4%,11.9%
O=C1CC(C(=O)Nc2ccc(F)cc2)S/C(=N\N=C\c2ccco2)N1 (stereo not drawn),15.3%,-0.8%,3.1,1.2%,i,2.4%,1.2%[59 µM],-13.8%,16.0%
Cc1nc2c(o1)C(=O)c1ccccc1C2=Nc1ccccc1,u,18.3%,-3.7,x,-4.7%,x,x,u,-5.9%
SMILES,HP1b chromo inh,GLS inh,PI4K2A inh,ERG-DNA inh,Tb PGK inh,BAZ2B inh,G9a inh,JMJD2A Tudor,Pin1 inhibitor
Cc1ccc(NS(=O)(=O)c2c(C)[nH]c(C)c2C(=O)N2CCCCC2)cc1C,-3.1%,6.9%,-2.7,-0.2%,-4.9%,-18.7%[57.1 µM],0.9%,-22.1%,-13.7%
COc1c(Cl)cnn(-c2cccc(C)c2)c1=O,39.1%[activator],-9.2%,0.8,4.5%,i,9.8%,34.9%,-6.6%,-1.0%
CC(CC(=O)Nc1cccc(S(=O)(=O)N2CCCCC2)c1)c1ccccc1 (stereo not drawn),43.0%[activator],1.9%,1.0,-6.9%,0.1%,0.1%,u,5.9%,5.5%
Cc1ccc2c(c1)C(C)(c1ccccc1)CC(C)(C)N2C(=O)c1ccc(F)cc1 (stereo not drawn),33.9%[activator],-8.5%,-4.6,0.1%,i,-2.2%,u,-7.8%,u
CN(C(=O)c1cc(-c2ccccc2)on1)C1CCCCC1,41.2%[activator],2.6%,2.2,9.3%,5.4%,12.8%,0.4%,5.5%,-5.4%
CCCN(Cc1cc2ccc(C)cc2[nH]c1=O)C(=O)c1ccccn1,-13.8%,3.6%,-8.5,3.9%,-3.3%,3.2%,31.6µM*,-20.5%,-3.7%
O=C(OCC(=O)N1CCCCC1)c1n[nH]c(=O)c2ccccc12,13.1%,4.8%,-0.8,18.9%,-11.3%,9.6%,3.9%,-10.3%,-2.3%
COCCn1cnc2c1c(=O)n(CC(=O)O)c(=O)n2Cc1ccccc1,53.9%[activator],0.5%,0.7,-8.5%,x,-2.1%,-0.8%,-10.1%,-2.7%
N#Cc1ccc(-c2nnnn2-c2ccc3c(c2)OCO3)cc1,26.6%,5.2%,3.9,-2.7%,2.0%,-24.8%,u,-10.8%,-4.6%
COc1nnc(-c2ccc(N3CCOCC3)c(NC(=O)c3ccccc3)c2)c2ccccc12,29.4%,-0.2%,-1.8,0.0%,-6.7%,-11.6%,u,-15.3%,-0.6%
CCC(=O)N1N=C(c2ccc(NS(=O)(=O)CC)cc2)CC1c1ccc(C)cc1 (stereo not drawn),31.9%,0.8%,-3.4,5.9%,-4.1%,x,-11.1%,-18.6%,-0.4%
CCOc1ccc(/C=N/N2C(=O)C(CC(=O)Nc3ccc(F)cc3F)SC2=NC)cc1OC (stereo not drawn),22.3%,1.1%,-3.3,12.1%,-9.7%,2.2%,12.1%,-11.0%,31.6%[activator]
CC1(C)CC(NC(=O)COc2ccc3c4c(c(=O)oc3c2)CCCC4)CC(C)(C)N1,34.4%,-10.9%,11.4,12.6%,0.1%,-13.6%[57.1 µM],12.6%,-4.2%,1.7%
CCOc1ccc(NS(=O)(=O)c2ccc3c(c2)CCN3C(=O)C2CCC2)cc1,20.0%,6.6%,1.0,x,x,2.7%,-12.3%[12.7 µM],-25.6%,-3.5%
COc1ccc(NC2=NCC(=O)N2c2ccccc2)c(OC)c1,50.0%[activator],35.4%[activator],-11.5,-2.2%,0.7%,0.0%,7.2%[59 µM],1.5%[11.4 µM],2.7%
O=C(CN(c1cc(C(F)(F)F)ccc1Cl)S(=O)(=O)c1ccccc1)NCCc1ccccc1,21.8%,-3.5%,-3.9,-2.3%,-3.4%,0.1%,u,8.3%,1.8%
CCOC(=O)c1c(C)oc2c1c(C=NCC1CCCO1)c(O)c1ccccc12 (stereo not drawn),26.0%,-11.6%,3.9,-8.6%,0.4%,-5.3%,-7.1%,-21.9%,1.0%
COC(=O)CN(C)C(=O)c1ccccc1OC1CCN(S(C)(=O)=O)CC1,24.3%,2.9%,3.3,5.1%,i,-7.3%,x,-12.3%,-1.3%
Cc1cc(N2C(=O)c3ccc(C(=O)Nc4ccccc4O)cc3C2=O)no1,38.5%,-8.0%,5.4,0.5%,-10.1%,-13.2%,33.1%,-18.5%,-8.0%
